High-throughput results as filed in PubChem BioAssay.
CIT2-GFP yeast = yeast TOR pathway CIT2-GFP modulation. GFP response vs DMSO, % at 10 µM. S. cerevisiae CIT2-GFP strain, flow cytometry, 3 h; 100 means same as DMSO wells. 320,000 tested, 0.065% active;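 active = GFP response relative to DMSO above a set limit, near the screen mean plus 3 SD, cut at about 150% in these data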;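 also: ratio of well median GFP fluorescence to mean of DMSO wells on the plate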
AGP1 TOR yeast = yeast TOR pathway AGP1-GFP modulation. S. cerevisiae AGP1-GFP multiplex flow cytometry, 3 h; GFP as percent of DMSO wells. GFP response vs DMSO, % at 10 µM. 320,000 tested, 0.02% active;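 active = GFP response relative to DMSO above a set limit, near screen average plus 3 SD, cut at about 150% in these data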;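 also: median GFP channel fluorescence of the gated AGP1 strain per well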
MEP2-GFP yeast = modulators of TOR pathway MEP2-GFP in S. cerevisiae; S. cerevisiae MEP2-GFP strain, flow cytometry GFP, 3 h; 100% = DMSO control level; GFP response vs DMSO, % at 10 µM; 330,000 tested, 0.51% active;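 active = GFP response versus DMSO above a set limit, roughly screen mean plus 3 SD, cut at about 180% in these data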;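 also: median GFP fluorescence of the barcode-gated MEP2-GFP cells per well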
RPL19A TOR yeast = alters RPL19A-GFP fluorescence in TOR pathway yeast screen; S. cerevisiae RPL19A-GFP strain, flow cytometry, 3 h; active compounds read low; percent response vs DMSO, % at 10 µM; 330,000 tested, 0.3% active; AID 2025;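 active = percent response vs DMSO below 50%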;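 also: median channel GFP fluorescence of the barcoded RPL19A-GFP strain; ratio of sample median GFP to plate DMSO average so 100% = DMSO; lower means less RPL19A-GFP as with rapamycin TOR inhibition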
Yeast superoxide = lowers age-related superoxide in aged yeast cells | AID 2690 | superoxide response (% of plate mean), % at 10 µM | S. cerevisiae aged cells, superoxide DHE fluorescence; active compounds read low | 330,000 tested, 0.18% active;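 active = superoxide response under a set limit, about three screen SD below normal, cut at about 65% in these data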;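 also: yeast aged for seven days with compound at 30 °C before DHE staining; 100% = average MFI of all compound-treated wells on the plate with controls excluded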
VLA-4 inh = inhibition in a human VLA-4 binding assay; P13612; VLA-4 expressing cells, ligand binding flow cytometry; inhibition, % (about 7 µM as worked out from the volumes in the protocol); 330,000 tested, 0.2% active; AID 2557; in the data active = inhibition above about 50%
Target sequence (P13612 whole entry, looked up): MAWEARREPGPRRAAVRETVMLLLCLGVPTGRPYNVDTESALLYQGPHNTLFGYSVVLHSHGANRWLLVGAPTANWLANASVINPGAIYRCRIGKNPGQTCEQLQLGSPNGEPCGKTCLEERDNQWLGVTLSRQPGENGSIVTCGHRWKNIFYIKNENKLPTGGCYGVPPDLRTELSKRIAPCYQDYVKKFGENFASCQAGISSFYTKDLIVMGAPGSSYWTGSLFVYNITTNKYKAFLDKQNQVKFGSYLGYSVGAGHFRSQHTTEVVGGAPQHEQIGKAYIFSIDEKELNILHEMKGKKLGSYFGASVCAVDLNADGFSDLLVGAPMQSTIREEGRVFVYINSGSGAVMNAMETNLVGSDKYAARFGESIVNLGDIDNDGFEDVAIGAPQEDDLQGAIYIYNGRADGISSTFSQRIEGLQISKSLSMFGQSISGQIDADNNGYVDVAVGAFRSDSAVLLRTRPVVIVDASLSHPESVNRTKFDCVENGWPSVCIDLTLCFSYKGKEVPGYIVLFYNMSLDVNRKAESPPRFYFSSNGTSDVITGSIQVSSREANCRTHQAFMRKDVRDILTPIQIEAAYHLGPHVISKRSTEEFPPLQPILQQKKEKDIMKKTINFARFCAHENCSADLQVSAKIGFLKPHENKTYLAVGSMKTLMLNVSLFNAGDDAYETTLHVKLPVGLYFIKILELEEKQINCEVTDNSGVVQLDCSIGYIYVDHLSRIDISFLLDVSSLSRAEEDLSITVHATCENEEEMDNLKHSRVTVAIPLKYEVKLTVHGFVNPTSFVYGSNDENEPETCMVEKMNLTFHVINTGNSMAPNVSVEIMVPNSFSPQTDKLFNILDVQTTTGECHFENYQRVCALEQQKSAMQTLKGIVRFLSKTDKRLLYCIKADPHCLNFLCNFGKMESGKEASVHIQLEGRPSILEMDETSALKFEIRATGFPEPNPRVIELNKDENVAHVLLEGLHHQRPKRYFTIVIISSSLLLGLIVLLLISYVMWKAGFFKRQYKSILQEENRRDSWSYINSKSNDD
GRK2 aptamer HTS = inhibitors of human GRK2 displacing RNA aptamer; P25098; bead flow cytometry, FAM-aptamer displacement from GRK2; inhibition of aptamer binding, % at 10 µM; 330,000 tested, 0.59% active;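 active = inhibition of aptamer binding above 40%, roughly 3 SD of noise, on plates passing a quality check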;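 also: median bead fluorescence of bound FAM aptamer so fluorescent compounds give negative values; no value below 0 was filed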
LAP4-GFP MLPCN = alters LAP4-GFP fluorescence in TOR pathway yeast screen | 320,000 tested, 0.34% active | GFP response vs DMSO, % at 10 µM | S. cerevisiae LAP4-GFP multiplex, flow cytometry GFP, 3 h; median GFP as percent of DMSO wells | AID 2023;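 active = GFP response vs DMSO above a set limit, about the screen mean plus 3 SD, cut at about 150% in these data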
* = called active by the depositor.

Cc1ccc(S(=O)(=O)N2CCC(C(=O)Nc3cc(C(F)(F)F)ccc3N3CCOCC3)CC2)cc1C was read as CIT2-GFP yeast 87, AGP1 TOR yeast 97, MEP2-GFP yeast 99, RPL19A TOR yeast 90, Yeast superoxide 114, VLA-4 inh -4, GRK2 aptamer HTS 0 and LAP4-GFP MLPCN 100.
`Cc1ccc2[nH]cc(C(=O)CN3CCOCC3)c2c1` gave CIT2-GFP yeast 99, AGP1 TOR yeast 100, MEP2-GFP yeast 98, RPL19A TOR yeast 103, Yeast superoxide 130, VLA-4 inh -6, GRK2 aptamer HTS 0 and LAP4-GFP MLPCN 104.
For Cc1ccc(-n2c(SCC(=O)Nc3cccc(S(=O)(=O)NC4=NCCCCC4)c3)nc3ccccc3c2=O)cc1 the results were CIT2-GFP yeast 104, AGP1 TOR yeast 110, MEP2-GFP yeast 110, RPL19A TOR yeast 104, Yeast superoxide 97, VLA-4 inh 8, GRK2 aptamer HTS 6 and LAP4-GFP MLPCN 98.
O=C1C2CCCCC2C(=O)N1c1ccc(NC2CCCCC2)c([N+](=O)[O-])c1 (stereo unspecified) was read as CIT2-GFP yeast 90, AGP1 TOR yeast 82, MEP2-GFP yeast 102, RPL19A TOR yeast 102, Yeast superoxide 98, VLA-4 inh 17, GRK2 aptamer HTS 0 and LAP4-GFP MLPCN 94.
Screening CN(C(=O)c1ccc(Br)cc1)C1CCS(=O)(=O)C1 (stereo unspecified) returned CIT2-GFP yeast 101, AGP1 TOR yeast 102, MEP2-GFP yeast 97, RPL19A TOR yeast 93, Yeast superoxide 98, VLA-4 inh -3, GRK2 aptamer HTS 1 and LAP4-GFP MLPCN 87.
Cc1cc(C(=O)COC(=O)c2cccnc2Cl)c(C)n1CC1CCCO1 (stereo unspecified) was read as CIT2-GFP yeast 86, AGP1 TOR yeast 95, MEP2-GFP yeast 96, RPL19A TOR yeast 97, Yeast superoxide 89, VLA-4 inh 22, GRK2 aptamer HTS 2 and LAP4-GFP MLPCN 93.
`O=C1CCN(CCc2ccccc2)CCN1[C@H](CSc1ccc(Br)cc1)c1ccccc1` gave CIT2-GFP yeast 98, AGP1 TOR yeast 102, MEP2-GFP yeast 102, RPL19A TOR yeast 98, Yeast superoxide 99, VLA-4 inh 24, GRK2 aptamer HTS 0 and LAP4-GFP MLPCN 97.
CON=C1CCN(c2ncc(C(F)(F)F)cc2Cl)CC1 was read as CIT2-GFP yeast 116, AGP1 TOR yeast 99, MEP2-GFP yeast 101, RPL19A TOR yeast 98, Yeast superoxide 109, VLA-4 inh 10, GRK2 aptamer HTS 0 and LAP4-GFP MLPCN 91.
COc1ccc(CCNC(=O)c2cc3c(=O)n4ccccc4nc3n(Cc3ccco3)c2=N)cc1OC was read as CIT2-GFP yeast 103, AGP1 TOR yeast 109, MEP2-GFP yeast 102, RPL19A TOR yeast 100, Yeast superoxide 116, VLA-4 inh 5, GRK2 aptamer HTS 0 and LAP4-GFP MLPCN 110.
For CC(C)n1cc(/C=C2/SC(=O)N(CC(=O)Nc3ccc4c(c3)OCO4)C2=O)c2ccccc21 the results were CIT2-GFP yeast 101, AGP1 TOR yeast 97, MEP2-GFP yeast 112, RPL19A TOR yeast 93, Yeast superoxide 105, VLA-4 inh 2, GRK2 aptamer HTS 5 and LAP4-GFP MLPCN 94.
`c1ccc(-n2ncc3c2ncn2nc(-c4ccco4)nc32)cc1` gave CIT2-GFP yeast 94, AGP1 TOR yeast 97, MEP2-GFP yeast 102, RPL19A TOR yeast 95, Yeast superoxide 113, VLA-4 inh -3, GRK2 aptamer HTS 2 and LAP4-GFP MLPCN 105.
`Nc1n[nH]c(C2CC2)c1N=Nc1ccc(Cl)cc1` gave CIT2-GFP yeast 87, AGP1 TOR yeast 97, MEP2-GFP yeast 101, RPL19A TOR yeast 92, Yeast superoxide 105, VLA-4 inh 8, GRK2 aptamer HTS 0 and LAP4-GFP MLPCN 116.
For Cc1ccc(-n2nnnc2Sc2nc([N+](=O)[O-])nn2C)cc1C the results were CIT2-GFP yeast 98, AGP1 TOR yeast 100, MEP2-GFP yeast 97, RPL19A TOR yeast 99, Yeast superoxide 115, VLA-4 inh -6, GRK2 aptamer HTS 0 and LAP4-GFP MLPCN 111.
Screening O=C(CCc1ccccc1Cl)Nc1cc2c(cc1C(=O)O)OCCCO2 returned CIT2-GFP yeast 96, AGP1 TOR yeast 95, MEP2-GFP yeast 94, RPL19A TOR yeast 96, Yeast superoxide 88, VLA-4 inh -6, GRK2 aptamer HTS 0 and LAP4-GFP MLPCN 95.
Screening COc1cccc(C(=O)COC(=O)c2ccc(NC(=O)c3ccccc3)cc2)c1 returned CIT2-GFP yeast 100, AGP1 TOR yeast 103, MEP2-GFP yeast 109, RPL19A TOR yeast 99, Yeast superoxide 107, VLA-4 inh 8, GRK2 aptamer HTS 1 and LAP4-GFP MLPCN 102.
Screening CC(C)NC(=O)N(C)C[C@H]1Oc2ccc(NS(=O)(=O)c3ccccc3)cc2C(=O)N([C@H](C)CO)C[C@@H]1C returned CIT2-GFP yeast 106, AGP1 TOR yeast 103, MEP2-GFP yeast 97, RPL19A TOR yeast 104, Yeast superoxide 100, VLA-4 inh 3, GRK2 aptamer HTS 5 and LAP4-GFP MLPCN 97.
Cc1cccc(NC(=O)C(=O)NCC2CCCN2S(=O)(=O)c2cccs2)c1C (stereo unspecified) was read as CIT2-GFP yeast 94, AGP1 TOR yeast 112, MEP2-GFP yeast 98, RPL19A TOR yeast 100, Yeast superoxide 95, VLA-4 inh 0, GRK2 aptamer HTS 0 and LAP4-GFP MLPCN 113.
For CCN(C(=O)N1CCOCC1)c1ccccc1 the results were CIT2-GFP yeast 109, AGP1 TOR yeast 100, MEP2-GFP yeast 107, RPL19A TOR yeast 104, Yeast superoxide 93, VLA-4 inh 1, GRK2 aptamer HTS 2 and LAP4-GFP MLPCN 104.
Cc1cccc(NC(=O)N2CCCC(CNC(=O)c3ccccc3Cl)C2)c1C (stereo unspecified) was read as CIT2-GFP yeast 105, AGP1 TOR yeast 104, MEP2-GFP yeast 97, RPL19A TOR yeast 98, Yeast superoxide 95, VLA-4 inh 16, GRK2 aptamer HTS 0 and LAP4-GFP MLPCN 98.
For Cc1ccccc1NC(=O)/C=C1\SC(=O)NC1=O the results were CIT2-GFP yeast 101, AGP1 TOR yeast 113, MEP2-GFP yeast 110, RPL19A TOR yeast 102, Yeast superoxide 115, VLA-4 inh 16, GRK2 aptamer HTS 0 and LAP4-GFP MLPCN 108.
Screening CCc1ccccc1NC(=O)C1CCCN1C(=O)Nc1ccc(C)cc1 (stereo unspecified) returned CIT2-GFP yeast 96, AGP1 TOR yeast 97, MEP2-GFP yeast 102, RPL19A TOR yeast 100, Yeast superoxide 97, VLA-4 inh -2, GRK2 aptamer HTS 0 and LAP4-GFP MLPCN 99.
`CN(C)CCCn1c(-c2ccccc2)nc(=S)c2c1CCCC2` gave CIT2-GFP yeast 94, AGP1 TOR yeast 96, MEP2-GFP yeast 89, RPL19A TOR yeast 96, Yeast superoxide 99, VLA-4 inh 5, GRK2 aptamer HTS 0 and LAP4-GFP MLPCN 85.
`Cc1ccc(CSc2nnc(-c3ccncc3)n2CC2CCCO2)cc1` (stereo unspecified) gave CIT2-GFP yeast 102, AGP1 TOR yeast 105, MEP2-GFP yeast 103, RPL19A TOR yeast 100, Yeast superoxide 95, VLA-4 inh -2, GRK2 aptamer HTS 2 and LAP4-GFP MLPCN 99.
For COc1cc(OC)c(C(=O)N2CCCC2)cc1OC the results were CIT2-GFP yeast 89, AGP1 TOR yeast 95, MEP2-GFP yeast 101, RPL19A TOR yeast 101, Yeast superoxide 113, VLA-4 inh -3, GRK2 aptamer HTS 0 and LAP4-GFP MLPCN 91.
Screening O=C(c1ccccc1)c1ccc(OCC(O)CNCc2ccc(Cl)cc2)cc1 (stereo unspecified) returned CIT2-GFP yeast 104, AGP1 TOR yeast 107, MEP2-GFP yeast 109, RPL19A TOR yeast 106, Yeast superoxide 112, VLA-4 inh 12, GRK2 aptamer HTS 0 and LAP4-GFP MLPCN 101.
Screening COc1cc(OC)c(C2Nc3cccc4cccc(c34)N2)c(OC)c1 returned CIT2-GFP yeast 89, AGP1 TOR yeast 96, MEP2-GFP yeast 106, RPL19A TOR yeast 104, Yeast superoxide 97, VLA-4 inh 7, GRK2 aptamer HTS 0 and LAP4-GFP MLPCN 105.
Screening CCOc1cc(C)c(Cl)cc1S(=O)(=O)NCc1ccc2c(c1)OCO2 returned CIT2-GFP yeast 93, AGP1 TOR yeast 103, MEP2-GFP yeast 102, RPL19A TOR yeast 104, Yeast superoxide 114, VLA-4 inh 15, GRK2 aptamer HTS 6 and LAP4-GFP MLPCN 107.
For O=C(OCC(=O)N1CCCc2ccccc21)c1ccc(F)c(S(=O)(=O)N2CCOCC2)c1 the results were CIT2-GFP yeast 101, AGP1 TOR yeast 109, MEP2-GFP yeast 99, RPL19A TOR yeast 99, Yeast superoxide 92, VLA-4 inh -7, GRK2 aptamer HTS 3 and LAP4-GFP MLPCN 108.
`CCOc1ccccc1C(=O)NCC(=O)Nc1ccc2c(c1)OCO2` gave CIT2-GFP yeast 99, AGP1 TOR yeast 94, MEP2-GFP yeast 101, RPL19A TOR yeast 98, Yeast superoxide 107, VLA-4 inh 0, GRK2 aptamer HTS 0 and LAP4-GFP MLPCN 102.
Screening CC1CCc2sc(C(=O)NNC(=S)NCC3CCCO3)cc2C1 (stereo unspecified) returned CIT2-GFP yeast 110, AGP1 TOR yeast 101, MEP2-GFP yeast 103, RPL19A TOR yeast 102, Yeast superoxide 115, VLA-4 inh -7, GRK2 aptamer HTS 1 and LAP4-GFP MLPCN 103.
For O=C(CSc1nnc(-c2ccc(S(=O)(=O)N3CCCC3)cc2)o1)NCC1CCCO1 (stereo unspecified) the results were CIT2-GFP yeast 99, AGP1 TOR yeast 104, MEP2-GFP yeast 97, RPL19A TOR yeast 101, Yeast superoxide 103, VLA-4 inh 16, GRK2 aptamer HTS 0 and LAP4-GFP MLPCN 98.
COC(=O)/C(=C/c1ccccc1)NC(=O)c1ccco1 was read as CIT2-GFP yeast 106, AGP1 TOR yeast 112, MEP2-GFP yeast 101, RPL19A TOR yeast 111, Yeast superoxide 115, VLA-4 inh -6, GRK2 aptamer HTS 4 and LAP4-GFP MLPCN 109.
For Cc1ccccc1C(=O)NCCCNC(=O)c1ccco1 the results were CIT2-GFP yeast 85, AGP1 TOR yeast 91, MEP2-GFP yeast 95, RPL19A TOR yeast 91, Yeast superoxide 93, VLA-4 inh -1, GRK2 aptamer HTS 0 and LAP4-GFP MLPCN 102.
`COc1ccc(CCNC2CC(=O)N(CCc3ccccc3)C2=O)cc1OC` (stereo unspecified) gave CIT2-GFP yeast 101, AGP1 TOR yeast 103, MEP2-GFP yeast 106, RPL19A TOR yeast 102, Yeast superoxide 93, VLA-4 inh -3, GRK2 aptamer HTS 3 and LAP4-GFP MLPCN 100.
COc1ccc(Cl)cc1NC(=O)COC(=O)CCCN1C(=O)c2ccccc2C1=O was read as CIT2-GFP yeast 101, AGP1 TOR yeast 95, MEP2-GFP yeast 102, RPL19A TOR yeast 105, Yeast superoxide 95, VLA-4 inh 16, GRK2 aptamer HTS 0 and LAP4-GFP MLPCN 92.
CCC[N+]1(CC#CC(O)(c2ccccc2)C2CCCCC2)CCCCC1 (stereo unspecified) was read as CIT2-GFP yeast 90, AGP1 TOR yeast 98, MEP2-GFP yeast 102, RPL19A TOR yeast 98, Yeast superoxide 109, VLA-4 inh -3, GRK2 aptamer HTS 0 and LAP4-GFP MLPCN 104.

Pulled one by one from the list above (2):
For Cc1ccccc1C(=O)NCCCNC(=O)c1ccco1 the results were CIT2-GFP yeast 85, AGP1 TOR yeast 91, MEP2-GFP yeast 95, RPL19A TOR yeast 91, Yeast superoxide 93, VLA-4 inh -1, GRK2 aptamer HTS 0 and LAP4-GFP MLPCN 102.
Screening CCOc1cc(C)c(Cl)cc1S(=O)(=O)NCc1ccc2c(c1)OCO2 returned CIT2-GFP yeast 93, AGP1 TOR yeast 103, MEP2-GFP yeast 102, RPL19A TOR yeast 104, Yeast superoxide 114, VLA-4 inh 15, GRK2 aptamer HTS 6 and LAP4-GFP MLPCN 107.
